Source: PubChem BioAssay
DT40 TDP1 CPT: growth inhibition of DT40 Tdp1-/-;hTDP1 cells with camptothecin (screen for TDP1 inhibitors) | chicken DT40 Tdp1-/-;hTDP1 cells + 20 nM CPT, ATP luminescence, 48 h | Potency, µM (titrated, usually from 46.2 µM), for the others: at the highest dose activity change, negative = growth inhibition, actives largely listed as inhibitors | 12% of 420,000 active; also: nearly all actives have a fitted effect of over 55% in size
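Chicken DT40 Tdp1-/- cells complemented with human TDP1, 400 cells/well, exposed to compounds plus 20 nM camptothecin for at least 48 h at 37 C; viability read as ATP content by CellTiter-Glo luminescence.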
TDP1 cell noCPT: qHTS for Inhibitors of human tyrosyl-DNA phosphodiesterase 1 (TDP1): qHTS in cells in absence of CPT; 15% of 420,000 active; Potency, µM (top dose mostly 46.2 µM), without a hit: at the top dose activity change, negative = growth inhibition, usual class: inhibitors; DT40 Tdp1-/- hTDP1 cells, no CPT, ATP luminescence, 48 h; also: nearly all actives have a fitted effect of over 55% in size
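Compound effects on proliferation are scored in DT40 Tdp1-/-;hTDP1 cells in the absence of CPT. ATP levels (CellTiter-Glo luminescence) are recorded after a ≥48 hr, 37 °C incubation.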
TDP1 inh: TDP1 (human) enzyme inhibition; Potency, µM (highest dose often 130 µM), for inactives: at the highest dose activity change, negative = inhibition, most hits filed as inhibitors; recombinant TDP1, AlphaScreen DNA substrate cleavage; 0.28% of 350,000 active; Q9NUW8; also: nearly all actives have a fitted effect of over 40% in size
Target sequence (Q9NUW8 whole entry, looked up): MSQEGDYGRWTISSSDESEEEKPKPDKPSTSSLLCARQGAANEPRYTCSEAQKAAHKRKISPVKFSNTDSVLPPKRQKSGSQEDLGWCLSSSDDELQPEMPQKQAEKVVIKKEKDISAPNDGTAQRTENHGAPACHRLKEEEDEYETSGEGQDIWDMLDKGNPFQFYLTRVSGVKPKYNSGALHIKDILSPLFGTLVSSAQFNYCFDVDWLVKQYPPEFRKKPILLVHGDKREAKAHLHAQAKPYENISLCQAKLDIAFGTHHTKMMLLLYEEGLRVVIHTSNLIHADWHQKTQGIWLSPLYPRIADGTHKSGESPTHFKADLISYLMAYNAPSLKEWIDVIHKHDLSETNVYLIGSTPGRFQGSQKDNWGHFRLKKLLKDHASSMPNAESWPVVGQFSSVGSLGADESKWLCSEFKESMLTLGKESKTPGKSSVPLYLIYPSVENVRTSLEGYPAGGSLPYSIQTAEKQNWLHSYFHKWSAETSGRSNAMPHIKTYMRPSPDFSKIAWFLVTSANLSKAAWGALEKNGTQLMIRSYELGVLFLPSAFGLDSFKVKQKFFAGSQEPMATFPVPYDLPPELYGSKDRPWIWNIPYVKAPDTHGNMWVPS
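Tdp1 1 nM final; 15 min RT w/ cpd; substrate 15 nM, 5 min; beads 10 ug/ml, 10 min; AlphaScreen read. Neg ctrl: no enzyme.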
The depositor's hits bear a star; ? = inconclusive; nt = not tested or not shown; & = joins results of further samples; [ ] = dose if it differs, or a comment. Calls follow the shape of the dose curve; as a rule, active = well fitted curve in the direction sought with a large enough effect; inconclusive = small, poorly fitted or top-dose-only effect, or another doubt; inactive = no such curve, though single readings can be large; an effect the other way counts as inactive or inconclusive. % is scaled to controls: 0 for no effect and ±100 for the full control effect; potency is read from the fitted curve at half-maximal effect. Hits appear at their usual frequency; 18% or so of the library scored in one or more.

SMILES	DT40 TDP1 CPT	TDP1 cell noCPT	TDP1 inh
COc1ccc(OC(=O)COc2cccc(C)c2)cc1	-9%	-7%	0%
CC(C)N1CCCC(C)(C(=O)Nc2nc3ccccc3[nH]2)C1 (stereo not given)	-10%	-13%	nt
CC(=O)c1cccc(NC(=O)COC(=O)Cc2ccc(Cl)cc2)c1	7%	14%	0%
COc1ccc(C(=O)NCc2cccnc2)cc1OC	8%	-1%	4%
CCCCn1nnnc1NCc1ccc(N2CCCC2)cc1	?	?	7%
O=C(c1ccsc1)N1CCCC(N2CCN(c3cccc(Cl)c3)CC2)C1 (stereo not given)	?	-28%	3%
CCSc1nnc(-c2ccc(Cl)cc2Cl)o1	-2%	-23%	4%
COc1ccccc1NC(=O)c1sc2ncn(Cc3cccc(C)c3)c(=O)c2c1C	-12%	-16%	-8%
COC(=O)c1[nH]c2ccccc2c1NC(=O)CN1CC(C)OC(C)C1 (stereo not given)	-6%	?	3%
Cc1ccc(CN2CC(C(=O)N3CCN(S(=O)(=O)c4cccc(F)c4)CC3)CC2=O)cc1 (stereo not given)	10%	-12%	nt
COc1ccc(OC)c(CNC(=O)CCN2C(=O)COc3ccccc32)c1	-15%	-8%	-1%
CC1CCCN(C(=S)NCc2ccccc2)C1 (stereo not given)	-1%	?	0%
COc1ccccc1CNC(=O)CSc1nc2nc(C)cc(C)n2n1	-2%	-8%	0%
CCOc1ccc(CN2CCCN(C)CC2)cc1	-18%	-1%	1%
COc1ccc(-c2onc(C)c2-c2ccc3c(c2)OCCO3)c(O)c1	?	18µM*	1%
CCCC[n+]1c(/C=C/c2c(OC)cc(OC)cc2OC)ccc2ccccc21	0.32µM*	0.089µM*	nt
Cc1cc(=O)n2[nH]cc(C(=O)O)c2n1	?	-8%	-1%[56.1 µM]
CCOC(=O)c1ccc(NC(=O)CSc2nc3ncccc3[nH]2)cc1	?	21µM*	5%
O=C(COC(=O)/C=C/c1ccccc1)NC1CCS(=O)(=O)C1 (stereo not given)	-25%	8%	-3%[56.1 µM]
Cc1ccc(O)c(-c2n[nH]c3c2C(c2ccc(F)cc2)N(Cc2ccco2)C3=O)c1 (stereo not given)	?	?	12%
Cn1cccc1Cc1nnc(SCC(=O)Nc2ccc(F)cc2)n1CCc1ccccc1	?	?	8%
O=C(Nc1nc2ccccc2[nH]1)c1ccc(Br)o1	?	15µM*	3%
N#Cc1ccccc1OCC(=O)Nc1ccc2c(c1)OCO2	-4%	-21%	nt
COc1cccc(-n2nnc3c(=O)n(C/C=C/c4ccccc4)cnc32)c1	-25%	-29%	3%
CCOP(=O)(c1ccccc1)C1(C#N)CCCC1 (stereo not given)	-7%	0%	3%
CCCS(=O)(=O)N1CCC(CCOc2ccccc2)(C(=O)OCC)CC1	?	?	-1%
CCc1cccc(NC(=O)C2CCCN2S(=O)(=O)c2ccc3c(c2)n(C)c(=O)c(=O)n3C)c1 (stereo not given)	4%&-14%	-1%&-5%	-1%
Cc1cnc(NC(=O)c2ccco2)s1	-1%	-2%	-2%
O=C1c2ccccc2C(=O)N1CC1CO1 (stereo not given)	16%	9%	nt
CCSc1nc(-c2ccccc2)nc(C(Cl)Cl)n1	1.8µM*	8.2µM*	3%
O=C(Nc1ccccc1OC(F)F)c1ccc(-n2cncn2)c([N+](=O)[O-])c1	-30%	-12%	1%
COc1ccc(Cn2nnnc2C(c2ccccn2)N2CCN(c3cc(Cl)ccc3C)CC2)cc1 (stereo not given)	29µM*	?	5%
Cc1cccc(OCC(=O)Nc2nccs2)c1C	?	-29%	2%
CN(C)CCCOc1ccc(C(C)(C)c2ccccc2)cc1	?	18µM*	-6%
CN(C)c1ccc(C(CNC(=O)Cc2cccc3ccccc23)N(C)C)cc1 (stereo not given)	-45%	?	7%
O=C1C2ON(c3ccc(Br)cc3)C(c3cccnc3)C2C(=O)N1C1CCCCC1 (stereo not given)	?	18µM*	0%
CC1Cc2ccccc2N1Cc1cc(=O)c(OCC(=O)Nc2ccccc2)co1 (stereo not given)	?	?	nt
COc1cc(CCC(=O)OCC(=O)N2CCc3ccccc32)cc(OC)c1OC	0%	4%	nt
Cc1ccc(CNC(=O)C2CCC(=O)N(CC3CCCCC3)C2)o1 (stereo not given)	-10%	0%	3%[56.1 µM]
CCOc1ccc(NC(=O)CN2C(=O)NC3(CCCC3)C2=O)cc1S(=O)(=O)N1CCCCC1	-23%	-23%	3%
CCN(Cc1nc2ccccc2n1C)c1ccccc1	-27%	?	nt
COc1ccc(CNC(=O)C2CCN(S(=O)(=O)N3CCC(C)CC3)CC2)c(OC)c1	?	?	3%
O=C(c1cc2c(c(-c3cccc(-c4ccc(F)cc4)c3)n1)[C@H](CCO)N(C(=O)c1ccc3c(c1)OCO3)C2)N1CCOCC1	?	?	nt
COc1ccccc1CCc1nnc(N)s1	5%	19%	3%
Cc1ccc(C(C)C)c2c1C(c1ccc3c(c1)OCO3)CC(=O)O2 (stereo not given)	-29%	?	-2%[56.1 µM]
CCOc1ccccc1CN1C(=O)c2ccccc2C1C(=O)NCC1CCCO1 (stereo not given)	2%	-19%	1%
Cc1ccc(N2CC(C(=O)NC3=NCCS3)CC2=O)cc1C (stereo not given)	5%	-15%	5%
CC1CCCN(CCCNC(=O)c2nn(C)c3c2CSc2ccccc2-3)C1 (stereo not given)	?	?	0%
O=C(CSc1nnc2ccc(-c3cccnc3)nn12)Nc1ccc(F)cc1F	-8%	-5%	-2%
CCCCCCOc1ccc(OCC(O)CN2C(=O)NC(C)(C)C2=O)cc1 (stereo not given)	4%	-28%	1%
COc1ccc(CC(=O)OC(C)C(=O)NCc2ccc3c(c2)OCO3)cc1OC (stereo not given)	2%	0%	-1%
CCCNC(=O)N(C)C[C@@H]1Oc2ncc(-c3ccncc3)cc2C(=O)N([C@H](C)CO)C[C@@H]1C	15%	-13%	nt
CS(=O)(=O)N(CC(=O)Nc1ccccc1C(=O)N1CCCC1)c1ccccc1Br	-4%	0%	3%
N#Cc1ccc(OCC(=O)OCC(=O)NC2CC2)cc1	2%	-5%	1%
CCOc1ccc(NC(=O)Cn2cc(C(=O)c3ccc(CC)cc3)c(=O)c3cc4c(cc32)OCO4)cc1	?	?	1%
CSCC[C@H](NC(=O)C1CCN(S(=O)(=O)c2ccc(C)cc2)CC1)C(=O)NC1CCS(=O)(=O)C1 (stereo not given in full)	3%	10%	-3%
O=C(c1cc(-c2ccc(Br)cc2)nc2ccccc12)N1CCC1	?	?	-7%[0.505 µM]
Cc1ccc(CNC(=O)C(CC(C)C)OC(=O)c2ccco2)cc1 (stereo not given)	2%	-19%	-3%
O=C(CNc1cccc(Br)c1)Nc1ccc(S(=O)(=O)N2CCCCC2)cc1	21µM*	?	nt
Nc1nc(-c2ccc(Oc3ccccc3)cc2)cs1	4%	?	11%

Reformatted in markdown: part of the list above.
| SMILES | DT40 TDP1 CPT | TDP1 cell noCPT | TDP1 inh |
| --- | --- | --- | --- |
| COc1ccc(CC(=O)OC(C)C(=O)NCc2ccc3c(c2)OCO3)cc1OC (stereo not given) | 2% | 0% | -1% |
| Cc1ccc(C(C)C)c2c1C(c1ccc3c(c1)OCO3)CC(=O)O2 (stereo not given) | -29% | ? | -2%[56.1 µM] |
| O=C(c1cc2c(c(-c3cccc(-c4ccc(F)cc4)c3)n1)[C@H](CCO)N(C(=O)c1ccc3c(c1)OCO3)C2)N1CCOCC1 | ? | ? | nt |
| CCOc1ccccc1CN1C(=O)c2ccccc2C1C(=O)NCC1CCCO1 (stereo not given) | 2% | -19% | 1% |
| Cc1ccc(N2CC(C(=O)NC3=NCCS3)CC2=O)cc1C (stereo not given) | 5% | -15% | 5% |
| CCCNC(=O)N(C)C[C@@H]1Oc2ncc(-c3ccncc3)cc2C(=O)N([C@H](C)CO)C[C@@H]1C | 15% | -13% | nt |

(more compounds)
SMILES	DT40 TDP1 CPT	TDP1 cell noCPT	TDP1 inh
CC(C(=O)N1CCN(Cc2ccc3c(c2)OCO3)CC1)n1cc([N+](=O)[O-])cn1 (stereo not given)	8%	-9%	11%
O=C(Nc1ccc2c(c1)OCCO2)c1ccc(S(=O)(=O)N2CCCCC2)cc1	-24%	?	4%
CSc1ccc(Cl)c(C(=O)Nc2nccs2)c1	-9%	-3%	1%
Cc1c(C(=O)Oc2ccc(Br)cc2)sc2ncn(Cc3ccccc3F)c(=O)c12	-7%	-13%	1%
Fc1ccc(OCc2nnc(-c3ccccc3Br)o2)c(Cl)c1	-3%	-18%	2%
CCOC(=O)Cn1nc(/C=C/c2ccc(OC)cc2)ccc1=O	-19%	-27%	nt
Cc1ccc(S(=O)(=O)NCC(=O)N(CC(=O)NCc2ccco2)Cc2ccccc2)cc1	-7%	-4%	nt
ClCc1c2ccccc2cc2ccccc12	-27%	-12%	nt
CCN(CC)c1nc(N)nc(N(c2ccccc2)c2ccccc2)n1	?	?	8%
Cc1ccc(-c2nc(CS(=O)CC(=O)N3CCN(c4ccccc4)CC3)c(C)o2)cc1 (stereo not given)	23µM*	15µM*	10%&6%
Cc1ccc(OCCNC(=O)CNC(=O)c2ccc3c(c2)OCO3)cc1	-7%	-15%	-7%[0.505 µM]
N#CCSc1ccccc1NC(=O)COC(=O)C1CCN(C(=O)c2ccc(Cl)cc2)CC1	2%	-16%	nt
Clc1ccc(SCCCCN2CCOCC2)cc1	-28%	-29%	-9%
CCOC(=O)c1cccc(NC(=O)Cn2ncc3c(=O)oc4ccccc4c32)c1	2%	-16%	-7%
N#Cc1ccccc1S(=O)(=O)N1CCN(C(=O)C2CC(=O)N(c3ccc4c(c3)OCCO4)C2)CC1 (stereo not given)	-4%	-20%	-1%
CCc1cc2ccccc2nc1Cl	0%	15%	5%
CCOC(=O)c1c(O)cc(OC)cc1CCc1ccccc1	-18%	-19%	nt
OC(COc1ccc(CNCCc2ccccc2F)cc1)CN1CCCCC1 (stereo not given)	?	?	nt
CCN=C1SC(CC(N)=O)C(=O)N1CC (stereo not given)	1%	-16%	6%
CCc1ccccc1NC(=O)C1CCCN(S(=O)(=O)c2cccc3nsnc23)C1 (stereo not given)	?	?	2%
C=CCn1c(-c2cccc(OC)c2)nc2nc3ccccc3nc21	-6%	-7%	2%
COC(=O)c1ccc2c(c1)NC(=O)C(N1CCCCC1)S2 (stereo not given)	?	?	1%
Cc1ccc(-c2cn(-c3ccccc3)c(SCC(=O)NC3CCS(=O)(=O)C3)n2)cc1C (stereo not given)	?	?	9%
NC(=O)c1[nH]cnc1N	0%&6%	8%&2%	7%
Cc1noc(C)c1C(=O)OCC(=O)Nc1ccccc1SCC#N	-5%	4%	1%
COc1ccc(N2CCN(CC(=O)NC(=O)NCc3ccco3)CC2)cc1	14%	-17%	5%
CCC(C)C(NC(=O)C(C)NC(=O)CNC(=O)CNC(=O)OCc1ccccc1)C(=O)OC (stereo not given)	-11%	-10%	3%
Cc1cccc(NC(=O)CC2c3ccccc3Oc3ccccc32)c1	-1%	-11%	0%
Cc1noc(C)c1COc1cccc(C(=O)NCc2ccccc2Cl)c1	-25%	?	-1%
CCOc1ccc(NC(=O)COC(=O)CN2CCCCCC2=O)cc1	-1%	-10%	0%
COc1cc(S(=O)(=O)NCCc2c(C)[nH]c3ccc(C)cc23)ccc1Br	?	?	12%
c1ccc(-c2nnc(SCc3ccncc3)o2)cc1	6%	-23%	nt
O=C(O)c1ccccc1N=Nc1c(O)[nH]c2ccc([N+](=O)[O-])cc12	0%	15%	nt
O=C(OC(C(=O)NC1CCCCC1)c1ccccc1)c1ccco1 (stereo not given)	-15%	-13%	5%
O=C(CCCOc1ccccc1)N1CCN(c2ccccc2)CC1	-27%	?	-2%
O=C(N/N=C/c1ccncc1)c1ccc(-n2cccc2)cc1	-17%	-13%	1%
COc1ccc(/C=C/C(=O)NC(=S)N2CCCCC2)cc1OC	9%	?	1%
O=C(CN1C(=O)C(=O)N(C2CCCC2)C1=O)Nc1ccc([N+](=O)[O-])cc1	-23%	-4%	-10%
OC[C@H]1O[C@@H](n2cnc3c(NCc4ccccc4)ncnc32)[C@H](O)[C@@H]1O	2.7µM*	1.9µM*	14%[56.1 µM]

Structural class, the entries above containing a nitro group on carbon
SMILES	DT40 TDP1 CPT	TDP1 cell noCPT	TDP1 inh
O=C(Nc1ccccc1OC(F)F)c1ccc(-n2cncn2)c([N+](=O)[O-])c1	-30%	-12%	1%
CC(C(=O)N1CCN(Cc2ccc3c(c2)OCO3)CC1)n1cc([N+](=O)[O-])cn1 (stereo not given)	8%	-9%	11%
O=C(O)c1ccccc1N=Nc1c(O)[nH]c2ccc([N+](=O)[O-])cc12	0%	15%	nt
O=C(CN1C(=O)C(=O)N(C2CCCC2)C1=O)Nc1ccc([N+](=O)[O-])cc1	-23%	-4%	-10%
